Screening results (PubChem)
PI4K2A inh: blocks human PI4K2A kinase activity. Q9BTU6. purified PI4K2A, ADP-Glo luminescence, 1 h; stronger effect = lower value. 0.13% of 420,000 active. activity change, negative = inhibition, % at 76.9 µM; in the data active = activity change below about -50%; inconclusive = mostly about -30% to -49%;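 note: -100% = wells without enzyme as full effect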
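Compounds are screened against recombinant PI4K2A using PI as substrate and ATP, the latter dispensed at 300 microM. Reactions run one hour at ambient temperature before ADP-Glo detection; full inhibition defined by wells lacking enzyme.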
Vif-A3G inh: inhibitors of Vif-APOBEC3G interaction; 0.076% of 410,000 active; Potency, µM (top dose mostly 46.1 µM), without a hit: at the top dose activity, negative = active, most hits filed as inhibitors; Q9HC16; HeLa A3G-eYFP + Vif (tagged APOBEC3G with the HIV-1 protein that degrades it), YFP fluorescence, overnight;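 note: potency is the fitted concentration of half-maximal effect; % is set by controls: 0 for no effect and ±100 for the full control effect; nearly all actives have a fitted effect of over 60% in size; hits raise eYFP signal because A3G escapes Vif-driven loss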
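Read-out is eYFP fluorescence (Ex 488/Em 500-530) from Vif-expressing HeLa A3G-eYFP cells; more signal means A3G escaped Vif-mediated degradation. Cells plated overnight, compound pinned in, incubated overnight at 37 deg C.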
TrxR1 substrate: is turned over as a substrate by rat TrxR1; O89049; 0.01% of 390,000 active; AID 588456; purified TrxR1 substrate turnover, NADPH consumption readout; Potency, µM (doses to about 114 µM), inactives show top-dose activity change, negative = substrate turnover; note: potency is the fitted concentration of half-maximal effect; % is set by controls: 0 for no effect and ±100 for the full control effect; nearly all actives have a fitted effect of over 50% in size
Target sequence (O89049 whole entry, looked up): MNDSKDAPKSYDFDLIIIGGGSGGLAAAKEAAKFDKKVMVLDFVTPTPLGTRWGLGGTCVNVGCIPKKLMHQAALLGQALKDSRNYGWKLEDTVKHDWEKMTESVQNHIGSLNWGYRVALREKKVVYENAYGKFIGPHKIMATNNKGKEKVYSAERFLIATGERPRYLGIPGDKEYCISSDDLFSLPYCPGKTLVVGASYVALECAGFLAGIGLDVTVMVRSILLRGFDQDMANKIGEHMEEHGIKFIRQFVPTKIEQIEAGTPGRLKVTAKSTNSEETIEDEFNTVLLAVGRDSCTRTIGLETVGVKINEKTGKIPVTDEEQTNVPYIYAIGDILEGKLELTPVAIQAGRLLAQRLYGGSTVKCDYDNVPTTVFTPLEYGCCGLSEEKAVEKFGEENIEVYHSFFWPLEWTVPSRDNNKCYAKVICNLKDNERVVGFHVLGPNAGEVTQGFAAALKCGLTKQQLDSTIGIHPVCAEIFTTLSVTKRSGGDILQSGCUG
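Rat TrxR1, dispensed at 90 nM, was prereduced with 400 uM NADPH (final) for 5 min at ~22 deg C, then incubated with compound 15 min before 400 uM selenite. A first-read NADPH fluorescence drop versus no-compound background flagged substrates.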
USP1 inh: blocks the human USP1/UAF1 deubiquitinase complex. O94782. recombinant USP1/UAF1, Ub-Rhodamine cleavage fluorescence. Potency, µM (doses to about 57.1 µM), for the others: top-dose activity change, negative = inhibition, hits mostly inhibitors. 0.23% of 390,000 active. AID 743255; note: potency is the fitted concentration of half-maximal effect; % is set by controls: 0 for no effect and ±100 for the full control effect; nearly all actives have a fitted effect of over 60% in size; inactives centre near -12
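1 nM enzyme complex + cpd, 15 min RT; start with Ub-Rho 150nM final; kinetic fluorescence ex 480/em 540, 6 reads q60 s. Buffer 50mM HEPES pH 7.8, 0.5mM EDTA, 0.1 mg/ml BSA, 1mM TCEP, 0.01% Tween-20.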
mIDH1 inhibitor: human IDH1 R132H inhibition; IDH1-R132H enzyme, NADPH consumption, diaphorase/resazurin fluorescence; Potency, µM (titrated, usually from 76.6 µM), for inactives: at the highest dose activity change, negative = inhibition, hits mostly inhibitors; 0.093% of 390,000 active; note: potency is the fitted concentration of half-maximal effect; % is set by controls: 0 for no effect and ±100 for the full control effect; nearly all actives have a fitted effect of over 65% in size
Target sequence (O75874 whole entry R132H, stated change not applied): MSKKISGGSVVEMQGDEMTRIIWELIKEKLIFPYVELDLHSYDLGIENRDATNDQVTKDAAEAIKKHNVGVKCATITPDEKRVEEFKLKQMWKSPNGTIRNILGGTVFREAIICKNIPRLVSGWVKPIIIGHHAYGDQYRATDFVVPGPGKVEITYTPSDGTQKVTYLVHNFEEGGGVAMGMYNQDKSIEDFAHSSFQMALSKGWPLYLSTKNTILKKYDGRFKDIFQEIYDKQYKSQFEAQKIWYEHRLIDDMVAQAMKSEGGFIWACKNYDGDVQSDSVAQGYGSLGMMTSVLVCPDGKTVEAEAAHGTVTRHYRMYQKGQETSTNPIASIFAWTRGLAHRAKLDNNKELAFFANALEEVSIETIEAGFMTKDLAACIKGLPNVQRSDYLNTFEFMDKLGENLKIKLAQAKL
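IDH1-R132H (0.5 ug/mL dispensed) in pH 7.5 Tris buffer was preincubated 30 min with compound, then given a substrate mix of 0.016 mM NADPH and 2 mM alpha-KG for 80 min at room temperature; remaining NADPH was read by diaphorase/resazurin fluorescence.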
LDHA block: inhibitors of human lactate dehydrogenase A. P00338. purified LDHA, NADH/diaphorase-resazurin fluorescence; stronger effect = lower value. activity change, % (values are at about 110 or 230 µM). 0.15% of 480,000 active. AID 1347041; in the data active = activity change below about -30%; inconclusive = mostly about -25% to -30%;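 note: plate controls were DMSO wells for no effect and wells without enzyme for full effect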
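Human LDH5 at 2 nM final in Tris HCl pH 7.4 with 0.06 mM NADH and 0.2 mM pyruvate, reacted 5 minutes at room temperature. Remaining NADH coupled via diaphorase/resazurin; resorufin fluorescence read at 0 and 20 minutes, normalized to enzyme-free and DMSO wells.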
Vif-A3F inh: Vif-A3F binding inhibition; HeLa A3F-eYFP + Vif (tagged APOBEC3F with the HIV-1 protein that degrades it), YFP fluorescence increase; Potency, µM (titrated, usually from 46.1 µM), without a hit: at the highest dose activity, negative = active; 0.2% of 390,000 active; AID 602313; note: potency is the fitted concentration of half-maximal effect; % of control where 0% means no effect; nearly all actives have a fitted effect of over 65% in size
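HeLa cells stably expressing A3F-eYFP plus Vif, plated and incubated overnight at 37 deg C, then exposed to compounds overnight at 37 deg C. Blocked degradation read as raised yellow fluorescence (Ex 488/Em 500-530).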
RXFP1 ag: RXFP1 (human) receptor agonism; Q9HBX9; 0.3% of 370,000 active; AID 2676; Potency, µM (highest dose often 57.5 µM), for inactives: top-dose activation, usual class: activators; HEK293T-RXFP1 cAMP TR-FRET, 30 min; response scale: percent of porcine relaxin response, buffer zero; note: potency is the fitted concentration of half-maximal effect; % is set by controls: 0 for no effect and ±100 for the full control effect; nearly all actives have a fitted effect of over 60% in size; many of its hits are not listed in these tables
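Agonist response is measured as cAMP accumulation in an RXFP1-transfected HEK293T line under PDE4 inhibition. Values are scaled between buffer-only and 29 nM porcine relaxin, and EC50s come from standard Hill equation fits.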
GRP78 ERSR act: induces the endoplasmic reticulum stress response in human glioma cells; U87-MG GRP78 promoter luciferase reporter, 16 h; Potency, µM, without a hit: at the highest dose activation, most hits filed as activators; 0.02% of 420,000 active; AID 602332; note: potency is the fitted concentration of half-maximal effect; series mostly up to about 76 µM; % of control where 0% means no effect; nearly all actives have a fitted effect of over 35% in size
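ERSR induction read as luciferase luminescence (Bright-Glo, 10 min at room temperature) in stably transfected human U87-MG glioma cells exposed to compounds for 16 h, using GRP78 as sensor.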
The depositor's hits bear a star; ? = inconclusive; nt = no result given; [ ] = dose if it differs, or a comment. Unless noted, calls come from the whole dose curve; as a rule, active = well fitted curve in the direction sought with a large enough effect; inconclusive = small, poorly fitted or top-dose-only effect, or another doubt; inactive = no such curve, though single readings can be large; an effect the other way counts as inactive or inconclusive. Not all compounds are listed, so the mix of outcomes need not match the whole.

Start of the data: the first 2 entries, to show the layout:
# | Compound | LDHA block | Vif-A3G inh | PI4K2A inh | RXFP1 ag | USP1 inh | GRP78 ERSR act | Vif-A3F inh | mIDH1 inhibitor | TrxR1 substrate
1 | O=C(NC(Cc1c[nH]c2ccccc12)C(=O)NCCCN1CCOCC1)c1cccs1 (stereo not drawn) | -1 | 0% | 0 | -2.9% | -14% | -4% | 10% | 2% | -9%
2 | Cc1ccc(C)c(NC(=O)COC(=O)c2ccc(S(=O)(=O)N3CCCCC3)cc2)c1 | -8 | 2% | -3 | -1.1% | -13% | -3% | 0% | 3% | -7%

The listing, from the first entry:
# | Compound | LDHA block | Vif-A3G inh | PI4K2A inh | RXFP1 ag | USP1 inh | GRP78 ERSR act | Vif-A3F inh | mIDH1 inhibitor | TrxR1 substrate
1 | O=C(NC(Cc1c[nH]c2ccccc12)C(=O)NCCCN1CCOCC1)c1cccs1 (stereo not drawn) | -1 | 0% | 0 | -2.9% | -14% | -4% | 10% | 2% | -9%
2 | Cc1ccc(C)c(NC(=O)COC(=O)c2ccc(S(=O)(=O)N3CCCCC3)cc2)c1 | -8 | 2% | -3 | -1.1% | -13% | -3% | 0% | 3% | -7%
3 | COc1cccc(CNC(=O)c2[nH]c3cc(C)ccc3c2Sc2ccccc2)c1 | -6 | -1% | 3 | -4.2% | -14% | -1% | 0% | -7% | -3%
4 | O=Cc1ccc(Oc2cnccn2)cc1 | -2 | -5% | 5 | 2.9% | -28% | 2% | 3% | 0% | 11%
5 | CCCCC1CCC(C(=O)N(CC(C)C)c2c(N)n(Cc3ccccc3)c(=O)[nH]c2=O)CC1 (stereo not drawn) | -3 | -1% | -1 | 0.2% | -12% | -6% | -8% | 1% | 7%
6 | Nc1c(-c2cccc(Cl)c2)cnn1-c1cccc([N+](=O)[O-])c1 | -9 | -1% | 2 | 0.5% | -16% | 9% | -4% | 0% | -8%
7 | CS(=O)(=O)CCC(C(=O)Nc1cccc(C(F)(F)F)c1)N1Cc2ccccc2C1=O (stereo not drawn) | 4 | -2% | -8 | 0.2% | -31% | -3% | 5% | 0% | -8%
8 | CCN(CC)c1nc(Oc2ccc(C(=O)NN)cc2)nc(Oc2ccc(C(=O)NN)cc2)n1 | -5 | 0% | 1 | 2.1% | -4% | -1% | 8% | 2% | 4%[57.1 µM]
9 | Cc1ccc(NC(=O)c2ccccc2)cc1C | -2 | -5% | 2 | 0.6% | -17% | -1% | 6% | 28% | -2%
10 | Cc1cc(C)c(C)c(S(=O)(=O)N2CCN(C(=O)c3ccccn3)CC2)c1C | -1 | 4% | -6 | 0.1% | -22% | 2% | 3% | -2% | 1%
11 | O=C(O)COc1ccccc1/C=N/NC(=O)/C(=C\c1ccc2c(c1)OCO2)NC(=O)c1ccccc1 | 4 | -4% | -6 | 0.5% | -7% | -4% | 9% | -5% | -23%
12 | O=C1CC(c2ccc(S(=O)(=O)N3CCCCC3)cc2)CN1 (stereo not drawn) | -6 | 0% | 4 | -0.9% | -17% | -6% | 1% | 1% | 6%[57.1 µM]
13 | COC(=O)c1sc2ccc(C)cc2c1C(=O)OC | -12 | 2% | -6 | nt | -8% | -4% | -8% | 4% | -2%
14 | COc1ccc(C(=O)NC(C)c2nccs2)cc1OC1CCN(C(C)C)CC1 (stereo not drawn) | -6 | -5% | 0 | 0.2% | -28% | -5% | 3% | 22% | 2%
15 | CCOc1ccc(C(=O)NCC(=O)N2CCC3(CC2)NCCc2[nH]cnc23)cc1 | -4 | 1% | 3 | -3.9% | -21% | -6% | 1% | -8% | 5%
16 | C/C(=N/NC(=O)CNC(=O)c1cccc(F)c1)c1ccc2c(c1)CCCC2 | -10 | 1% | -8 | -4.1% | -11% | 1% | -10% | 1% | -3%
17 | Cc1nc2c(-c3ccc(F)cc3)c(C)nn2c(C)c1CCC(=O)NCc1ccc(Cl)cc1 | 3 | 7% | 1 | 1.5% | -6% | -8% | 4% | -4% | 4%
18 | COc1ccccc1N1CCN(CC(=O)Nc2ccc(-n3cnnn3)cc2)CC1 | -7 | -1% | 2 | 1.1% | -3% | -9% | 6% | 10% | 1%[57.1 µM]
19 | Cc1cc(C)c(S(=O)(=O)N2CCCOC2CNC(=O)C(=O)NCc2ccccn2)c(C)c1 (stereo not drawn) | -13 | -3% | 1 | 1.4% | -23% | -1% | 4% | 17% | 10%[57.1 µM]
20 | CC1O[C@@H](O[C@H](C)CC/C=C/C(=O)O)C(O)C[C@H]1O (stereo partly drawn) | 4 | 5% | 0 | 2.0% | -25% | -2% | 1% | 2% | 2%
21 | Cc1nn(Cc2ccc([N+](=O)[O-])cc2)c(=O)n1-c1cccc(F)c1 | -2 | -4% | 3 | 0.8% | -9% | -1% | -4% | 12% | 7%
22 | O=C(COc1ccc(Br)cc1)Nc1ccc(S(=O)(=O)Nc2ccccn2)cc1 | -13 | 1% | 5 | 2.8% | -12% | -3% | -3% | -5% | 1%
23 | COCCNC(=O)c1cccc(OC2CCN(C(C)COc3ccccc3)CC2)c1 (stereo not drawn) | -1 | 3% | 0 | -3.4% | -12% | 0% | -1% | 6% | 3%
24 | O=C(COC(=O)CNC(=O)c1ccccc1F)Nc1ccc2c(c1)OCCO2 | -5 | -7% | -1 | 2.0% | -5% | -3% | -2% | 3% | -8%[57.1 µM]
25 | CCN(CC)S(=O)(=O)c1ccc(N2CCOCC2)c(NC(=O)C(C)(C)C)c1 | -1 | -9% | -3 | 0.0% | -24% | 1% | -16% | 7% | 7%
26 | CCn1cc(CN2CCCC(C(=O)Nc3ccc(-c4cscn4)cc3)C2)cn1 (stereo not drawn) | -1 | -1% | 9 | -2.7% | -3% | -1% | 1% | -1% | -13%
27 | COc1cc2ncnc(Nc3ccc4c(c3)OCO4)c2cc1OC | -2 | 4% | 2 | -2.9% | -22% | 3% | -5% | 23% | -7%
28 | COc1ccc(Br)c(-c2nc(CS(=O)(=O)c3ccc(F)cc3)no2)c1 | -10 | -2% | 5 | 1.6% | -7% | -1% | -20% | 2% | -8%
29 | Cc1cc(=O)n2[nH]c(N3C(=O)CCC3=O)nc2n1 | -8 | 0% | 10 | -1.4% | -15% | -4% | 3% | 12% | -3%
30 | CSc1cccc(Nc2cc(C(=O)NCCCN(Cc3ccccc3)C(C)C)c3ccccc3n2)c1 | -1 | -14% | 6 | 2.9% | -12% | -10% | 3% | -9% | -5%[57.1 µM]
31 | N#Cc1ccc(NC(=O)Cn2cnc(S(=O)(=O)N3CCOCC3)c2)cc1 | -3 | 0% | 6 | 2.0% | -14% | -2% | 3% | 2% | -1%
32 | Cc1c(C(=O)N2CCC(C)CC2)c(S(=O)(=O)NCc2ccccc2)c(C)n1C | -16 | 10% | 0 | -0.4% | -19% | -1% | 1% | -9% | 1%[57.1 µM]
33 | N=C1C(c2ccccc2)=C(O)CN1c1cccc(S(=O)(=O)Nc2cccc(C(F)(F)F)c2)c1 | -5 | -9% | 5 | 2.2% | -18% | -3% | 1% | 4% | 0%
34 | COc1cccc(NS(=O)(=O)c2ccc(NC(C)=O)cc2)c1 | -1 | 1% | 1 | 1.8% | -13% | -3% | 2% | -1% | 4%
35 | Cc1ccc(NC(=O)CSc2nc3c([nH]c4ccccc43)c(=O)n2-c2ccccc2)c(C)c1 | -10 | -3% | -2 | 0.7% | -21% | -1% | -29% | -12% | -8%[57.1 µM]
36 | Cc1c(C)c2ccc(OS(C)(=O)=O)c(C)c2oc1=O | -11 | -2% | 1 | 4.8% | -3% | -1% | -15% | 0% | -9%
37 | NC(N)=NCCC[C@H](NC(=O)OCc1ccccc1)C(=O)O | -1 | 0% | -1 | -1.4% | -2% | -1% | -2% | -13% | 3%
38 | O=C(Oc1ccccc1)c1ccc2c(c1)C(=O)N(Cc1ccncc1)C2=O | -8 | -1% | 8 | 1.8% | -5% | -4% | -10% | -2% | -3%
39 | CCc1c(C)nc(SC/C=C/c2ccccc2)[nH]c1=O | -5 | 3% | 2 | 2.5% | -20% | 3% | 1% | 11% | 3%
40 | Cc1cccc(OCc2nnc(SCC(=O)O)n2Cc2ccccc2)c1 | -5 | -1% | 2 | -0.9% | -20% | -3% | -5% | 16% | 6%[57.1 µM]
41 | COc1ccc(-c2csc(NC(=O)C3CC(=O)N(Cc4ccccc4)C3)n2)cc1OC (stereo not drawn) | -3 | 2% | 0 | 0.2% | -24% | -1% | -8% | 1% | -3%
42 | O=C(Nc1nc2c(s1)CCc1ccccc1-2)c1cccs1 | 4 | ? | -14 | 1.1% | -13% | 4% | -8% | 17% | 1%
43 | CCCCN(C(=O)c1cccc(S(=O)(=O)N2CCOCC2)c1)c1c(N)n(CCC)c(=O)[nH]c1=O | -8 | 1% | -1 | 1.5% | -2% | -4% | 3% | -1% | 3%
44 | COc1ccc(N(C(=O)c2ccccc2C)S(=O)(=O)c2cccs2)cc1 | -4 | -33% | 0 | 8.8% | -19% | -3% | ? | 0% | -10%[57.1 µM]
45 | CCOc1ccccc1NC(=O)Nc1nnc(N(C)Cc2ccccc2)s1 | -1 | -2% | 0 | -0.1% | -7% | -4% | -4% | -9% | -1%
46 | CC(=O)c1c(C)[nH]c(C(=O)OCc2ccccc2)c1C | -5 | -12% | 2 | 3.6% | 4% | 6% | -13% | 2% | 1%[57.1 µM]
47 | Cc1cc(C)cc(NC(=O)CSc2nc3[nH]ncc3c(=O)[nH]2)c1 | -1 | 3% | -8 | 0.2% | -16% | 1% | 2% | 0% | -2%
